# FBW7 act – activators of human E3 ligase FBW7; Q969H0; AlphaScreen FBW7–phospho-cyclin E peptide binding, activator screen; normalized activity (activation), % at 26.1 µM; 650,000 compounds, 0.13% hits; AID 1259310; in the data active = normalized activity above about 1.9%;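 note: purified mutant Fbw7 with reduced substrate affinity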
# TEAD-YAP inh – TEAD-YAP interaction inhibition. HEK-TIYL cells, TEAD-Gal4/YAP UAS-luciferase luminescence. inhibition, % at 9.12 µM. 640,000 compounds, 1.4% hits. AID 1259422; in the data active = inhibition above about 32%;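 note: 0% = median of test compound wells and 100% = reference inhibitor wells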
# GPR151 ag – human GPR151 activation | Q8TDV0 | PathHunter beta-arrestin GPR151 cells, luminescence | activation, % at 11.2 µM | 650,000 compounds, 1% hits; in the data active = activation above about 4.9%;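 note: 0% = median of compound wells and 100% = cells with positive control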
# Target sequence (Q8TDV0 whole entry, looked up): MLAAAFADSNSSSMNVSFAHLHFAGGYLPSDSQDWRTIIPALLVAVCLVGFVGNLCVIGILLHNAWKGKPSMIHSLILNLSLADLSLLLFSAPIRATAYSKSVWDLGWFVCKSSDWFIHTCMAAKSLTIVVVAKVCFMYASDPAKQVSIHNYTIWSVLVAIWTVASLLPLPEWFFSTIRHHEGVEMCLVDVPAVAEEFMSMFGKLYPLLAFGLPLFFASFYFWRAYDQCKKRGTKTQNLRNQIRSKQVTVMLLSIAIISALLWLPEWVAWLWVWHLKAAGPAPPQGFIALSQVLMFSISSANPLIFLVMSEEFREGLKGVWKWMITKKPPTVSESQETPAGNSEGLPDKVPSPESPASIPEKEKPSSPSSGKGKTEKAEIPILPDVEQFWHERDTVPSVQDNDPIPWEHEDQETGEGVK
# MITF primary – blocks human microphthalmia-associated transcription factor; AID 1259374; 650,000 compounds, 0.91% hits; AlphaScreen MITF homodimerization, bead proximity signal; inhibition, % at 2.6 µM; in the data active = inhibition above about 50%;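 note: 0% = vehicle wells with protein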
# Target sequence (O75030 whole entry, looked up): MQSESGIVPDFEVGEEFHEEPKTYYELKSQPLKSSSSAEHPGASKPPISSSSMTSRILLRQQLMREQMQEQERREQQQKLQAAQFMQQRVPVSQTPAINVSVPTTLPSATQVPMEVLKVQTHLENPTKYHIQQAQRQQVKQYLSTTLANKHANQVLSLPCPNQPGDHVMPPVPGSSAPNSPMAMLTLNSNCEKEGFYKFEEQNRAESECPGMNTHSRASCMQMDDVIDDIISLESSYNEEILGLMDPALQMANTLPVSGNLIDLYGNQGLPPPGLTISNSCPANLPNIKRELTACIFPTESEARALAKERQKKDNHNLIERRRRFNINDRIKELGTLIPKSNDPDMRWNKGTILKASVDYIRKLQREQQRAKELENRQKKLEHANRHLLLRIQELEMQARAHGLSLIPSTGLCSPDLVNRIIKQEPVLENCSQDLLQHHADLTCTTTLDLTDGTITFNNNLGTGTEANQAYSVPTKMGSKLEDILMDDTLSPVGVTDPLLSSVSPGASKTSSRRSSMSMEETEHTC
# An asterisk follows results filed as active.
SMILES,FBW7 act,TEAD-YAP inh,GPR151 ag,MITF primary
Cc1cccc(C2c3[nH]c4ccccc4c3CCN2C(=O)CCc2cnccn2)c1 (centres undefined),-0.1,-28,-1.0,-10
O=C(Nc1cccc(Cl)c1)/C(=C\c1ccco1)NC(=O)c1cccs1,0.4,-8,-0.9,1
CC(C)OC(=O)c1ccc(N2CC(O)=C(c3nc4ccccc4s3)C2=N)cc1,-0.1,-10,1.0,19
CS(=O)(=O)Nc1cccc(-c2cnn3c(NCc4cccs4)ccnc23)c1,-0.2,-13,-0.9,21
CCOc1ccc(N(CC(N)=O)S(C)(=O)=O)cc1,0.1,-2,0.7,-1
CC(C)(C)n1nnnc1C(c1cc2cc3c(cc2[nH]c1=O)OCO3)N1CCC(O)CC1 (centres undefined),-0.1,6,1.0,8
CC(C)(C)N1C(=O)c2ccc(C(=O)Nc3cccnc3)cc2C1=O,0.7,-53,2.3,-3
O=C(NCc1ccccc1)c1ccc2c(c1)N(Cc1cccc(Cl)c1)C(=O)CS2,-0.1,-4,1.8,-1
COc1ccc(CCN(CCC(=O)O)CCC(=O)O)cc1OC,-0.2,1,-1.4,58*
O=C(COC(=O)c1ccc2c(c1)C(=O)N(c1cccc(O)c1)C2=O)c1cccc([N+](=O)[O-])c1,0.0,16,-0.3,6
CCc1c(C)nc2cc(-c3cc(OC)cc(OC)c3)nn2c1NCC1CCCO1 (centres undefined),-0.1,-29,2.0,12
Cc1ccc(-c2csc(-c3cc4cc(Br)ccc4oc3=O)n2)cc1,0.1,-8,-0.1,-8
O=C(Nc1ccc2[nH]ncc2c1)C1CCN(C(=O)c2cccnc2)C1 (centres undefined),-0.1,-7,1.1,10
CCOC(=O)c1ccccc1N1C(=O)C2C(C1=O)C1C=CC2C12CC2 (centres undefined),-0.1,-1,-2.1,13
CC(=O)Nc1ccc(S(=O)(=O)NCC(=O)NCC(=O)O)cc1,0.1,3,0.2,-7
C=CCSc1nnc2c(n1)OC(c1ccc(OCC)c(C)c1)N(C(C)=O)c1ccccc1-2 (centres undefined),0.5,14,0.4,13
Cn1ccc2cc(-c3cc(C(=O)NC4CCN(Cc5ccccc5)CC4)ccn3)ccc21,-0.1,4,0.6,-7
Cc1ccc(S(=O)(=O)NC(=O)C(Cl)Cl)cc1,0.0,6,-0.6,-12
OCCNc1nc(Nc2ccncn2)nc2nc[nH]c12,0.0,-11,-0.8,3
Cc1cc(C)c(NS(=O)(=O)c2ccccc2[N+](=O)[O-])c(C)c1,-0.3,-6,-0.9,2
CC(C)(C)NC(=O)c1cccc(N2C(=O)c3cccc([N+](=O)[O-])c3C2=O)c1,0.1,2,0.9,-15
CCc1ccc(/C=N/NC(=O)C(=O)NCCc2ccccc2Cl)cc1,0.7,-4,0.0,21
COC(=O)c1cnc(N2CCCCC2)c2ccccc12,0.4,-2,-1.0,-2
CC(C)c1ccc(C(=O)N2CCN(c3cc4c(cc3[N+](=O)[O-])n(C)c(=O)n4C)CC2)cc1,0.3,7,-0.1,22
O=C(Nc1cc([N+](=O)[O-])ccc1C(=O)Nc1ccccn1)c1ccccc1,-0.1,16,0.4,8
# Following part:
SMILES,FBW7 act,TEAD-YAP inh,GPR151 ag,MITF primary
Cc1ccccc1OCC(=O)Nc1ccc(-c2nc3cc4ccccc4cc3[nH]2)cc1,-0.2,-68,-0.1,-4
Fc1ccccc1Cn1cccc1C1=NCCO1,-0.1,1,-0.6,0
CC1CCN(C(=O)c2ccc(N3C(=O)c4ccccc4C3=O)cc2)CC1,0.0,3,1.9,6
CCC(Oc1ccccc1)C(=O)NCc1ccccc1 (centres undefined),0.1,2,2.5,11
CCc1ccc(NC(=O)c2sc3ncn(CC(=O)Nc4cccc(C(F)(F)F)c4)c(=O)c3c2C)cc1,0.2,3,0.6,-4
COc1cccc(/C=C2\Oc3c(ccc(O)c3CN3CCOCC3)C2=O)c1,0.2,6,1.0,16
O=C(Nc1cc(NC(=O)c2ccc([N+](=O)[O-])cc2[N+](=O)[O-])ccc1Cl)c1ccccc1,0.3,-5,2.2,-9
O=C(CCOc1ccccc1)OCC(=O)N1CCCCC1,0.1,3,2.3,0
Cc1cc(Cl)ccc1NC(=O)CN(c1ccc(Br)cc1)S(C)(=O)=O,-0.1,-7,2.2,-20
CC(=O)c1ccc(NC(=O)c2nc3c(nnn3Cc3ccc(F)cc3)c(=O)[nH]2)cc1,0.1,-7,1.1,5
O=C(NCC(c1ccc2c(c1)OCO2)N1CCOCC1)Oc1ccccc1 (centres undefined),0.2,8,-0.7,12
O=C1NC(=S)N/C1=C\c1cn(-c2ccccc2)nc1-c1ccccc1,-0.1,-2,-0.8,-9
CCC(=O)N(CCc1ccccc1)C1CC(=O)N(c2ccccc2)C1=O (centres undefined),0.7,2,0.4,9
Cn1c(Cc2cccc3ccccc23)nnc1SCC(=O)Nc1ccc2nc(SCC(=O)NC3CCCCC3)sc2c1,-0.1,28,0.6,2
C(=N\c1ncn[nH]1)/c1c2ccccc2cc2ccccc12,-0.1,-16,2.2,-1
CN(C)S(=O)(=O)c1ccc(C(=O)CSc2n[nH]c(N)n2)cc1,0.0,-31,9.6*,0
Cc1c2c(nc3c(C(=O)NC4CCCCC4C)cnn13)CCCC2 (centres undefined),0.1,11,3.3,2
COC(=O)N/N=C/c1ccc(OC)cc1OC,0.0,5,-0.2,-5
N#CCc1c(C#N)c(N)nc(N2CCN(C(=O)c3ccco3)CC2)c1C#N,0.1,-10,-1.7,1
c1ccc2c(c1)nc(N1CCOCC1)c1nc3ccccc3n12,-0.1,7,0.7,5
CC(C)(C)OC(=O)NNC(=S)NCc1ccco1,0.0,9,0.0,4
CC(=O)Oc1cccc2c1OC(C)(C)C2,0.0,0,-0.5,6
CC(=O)C1=C(C)Nc2ncnn2C1c1ccncc1 (centres undefined),-0.2,6,-0.4,12
O=C(NCc1ccncc1)c1ccncc1,0.4,14,-0.1,5
CCOC(=O)C1C(=O)CC(C)(O)C(C(=O)OCC)C1c1cccc(OC)c1 (centres undefined),-0.1,-2,-1.3,1

# The closing three compounds of the part above come first, to join the parts.
SMILES,FBW7 act,TEAD-YAP inh,GPR151 ag,MITF primary
CC(=O)C1=C(C)Nc2ncnn2C1c1ccncc1 (centres undefined),-0.2,6,-0.4,12
O=C(NCc1ccncc1)c1ccncc1,0.4,14,-0.1,5
CCOC(=O)C1C(=O)CC(C)(O)C(C(=O)OCC)C1c1cccc(OC)c1 (centres undefined),-0.1,-2,-1.3,1
O=C(O)C(Nc1ncccc1[N+](=O)[O-])c1cccs1 (centres undefined),-0.1,-4,-1.2,2
CCOc1ccc(C2=C/C(=C/c3cccnc3)C(=O)O2)cc1,-0.1,-6,0.6,-2
COc1ccc(CCNC(=O)CCn2c(SCC(=O)NCCc3ccccc3)nc3ccccc3c2=O)cc1OC,0.0,-10,0.3,-11
CC(=O)Nc1ccc(C2=N/C(=C\C=C\c3ccccc3)C(=O)O2)cc1,-0.1,-3,0.2,-5
CC1=C(C(=O)N(C)C)C(c2ccc(Cl)c(Cl)c2)NC(=O)N1 (centres undefined),0.0,-5,0.9,4
CN(C)C(=O)COC(=O)c1cc(Cl)cc(Cl)c1N,-0.2,-4,0.0,-4
CC(=O)c1cc(C#N)c(SCCC(C)C)nc1C,-0.1,-10,7.9*,-12
CCOC(=O)N1CCC(N2C(=O)c3ccccc3C2Nc2cccc(C(F)(F)F)c2)CC1 (centres undefined),-0.1,3,2.0,0
Cc1noc(C)c1CCC(=O)N1CCC(C(=O)Nc2cccc(-c3ccco3)c2)CC1,0.0,34*,-0.2,0
COc1ccc(CCNc2ncnc3c2nc(Nc2ccncc2)n3C(C)C)cc1,1.0,0,-2.2,-4
C=CCOc1ccccc1/C=C1/C(=O)N(c2ccccc2)N=C1C,0.6,2,-0.6,0
Cc1nc2c(sc3ccccc32)c(=O)n1CC(=O)Nc1ccc(Cl)cc1,-0.2,0,-2.5,6
Cc1ccccc1Cn1c(C)c(CNC(C)C23CC4CC(CC(C4)C2)C3)c(C(=O)O)c1C (centres undefined),-0.1,13,0.1,-2
N#Cc1cn(CC(=O)Nc2ccccc2C(F)(F)F)c2ccccc12,0.2,2,0.2,-17
Cc1ccc(S(=O)(=O)NC(=O)COc2cccc(C(=O)Nc3ccccc3)c2)cc1,0.1,5,-1.7,0
O=C(CCC(=O)OCC(=O)c1ccc(Cl)cc1)Nc1ccc(Oc2ccccc2)cc1,-0.3,20,0.1,7
CCOC(=O)c1c(NC(=O)CSc2nnc(CNC(=O)c3c(F)cccc3Cl)n2Cc2ccccc2)sc2c1CCC2,-0.1,-5,-1.3,-4
CCCOC(=O)C1C2C=CC3(CN(Cc4ccccc4)C(=O)C13)O2 (centres undefined),0.0,3,-0.4,-3
COc1ccc(-n2c(/C=C/c3cc(OC)c(OC)cc3OC)nc3cc4ccccc4cc3c2=O)cc1Cl,0.1,-6,-0.6,-9
CCC(C)N1C(=O)CCC1C(=O)N1CCN(c2ccc(F)cc2)CC1 (centres undefined),0.7,-5,1.2,0
Cc1noc(C)c1COC(=O)CSc1ccc2ccccc2c1,0.3,6,-0.7,-20
CCCC12CN3CC(CCC)(CN(C1)C3c1cccc(Br)c1)C2=O (centres undefined),0.1,3,0.1,4
COc1cc(Nc2nc(Nc3cccnc3)nc3c2ncn3-c2ccsc2)cc(OC)c1OC,-0.1,25,-0.5,-1
Cc1nc(N2CCC(C(=O)N3CCc4c(Cl)cccc4C3)CC2)nc2ccccc12,0.2,7,0.6,0
CCn1c(N/N=C/c2ccc(OC)cc2)nc2c1c(=O)[nH]c(=O)n2C,-0.4,-8,0.1,5
# Next section:
SMILES,FBW7 act,TEAD-YAP inh,GPR151 ag,MITF primary
CCCCC1CN(CCNC(=O)C2CCN(CC)CC2)Cc2ccccc2O1 (centres undefined),-0.1,1,-0.4,-13
CCOc1cccc2c1N(C(C)=O)C(C)(C)C1=C2C2(SC(C(=O)OC)=C(C(=O)OC)S2)C(C(=O)OC)=C(C(=O)OC)S1,-0.5,8,-0.3,10
COc1ccc([N+](=O)[O-])cc1N(CC(=O)N1CCc2ccccc2C1)S(C)(=O)=O,-0.1,-6,1.3,2
CCN(N)C(=S)Nc1cccc(C)c1C,0.0,3,-1.2,7
COc1ccc(N(CC(=O)c2ccc(C3CCCCC3)cc2)C2=NCCCCC2)c(OC)c1,-0.3,55*,1.8,-2
O=C1CSC(c2ccccc2)N1CC12CC3CC(CC(O)(C3)C1)C2 (centres undefined),-0.1,-1,1.3,0
Nc1nonc1-n1nnc(C(=O)N/N=C2/CCCc3ccccc32)c1CN1CCCCC1,-0.1,-4,-0.2,13
CCOc1ccc2ccccc2c1CNc1nnnn1C,0.1,-1,-0.6,10
CS(=O)(=O)N1N=C(c2ccc(O)cc2)CC1c1ccccc1 (centres undefined),-0.1,-33,0.3,-1
COc1ccc(N2CCN(c3ncnc4c3cnn4-c3ccccc3)CC2)cc1,0.1,-3,-0.5,1
OCCC1CN(CCCn2cccn2)CCN1Cc1ccccc1F (centres undefined),-0.1,7,-1.1,9
O=C(NC(=S)Nc1ccc2oc(-c3ccc(Cl)c(Cl)c3)nc2c1)c1ccco1,0.0,-9,1.4,19
Cc1noc(C)c1CCC(=O)N1CCC(Cn2nc(-c3ccc(F)cc3)ccc2=O)CC1,0.0,0,3.4,12
O=C(Nc1cc(C(F)(F)F)ccc1C(F)(F)F)c1cc(Br)cc(Br)c1O,-0.1,6,1.9,-7
CCC1SC(CC)C(=O)N(CC(=O)Nc2ccccc2F)C1=O (centres undefined),-0.1,-7,0.7,-2
COCCNC(=S)NC(=O)CC12CC3CC(CC(C3)C1)C2,-0.1,-4,2.6,7
CS(=O)(=O)N1CCCCC1C(=O)N1CCc2ccccc2C1 (centres undefined),-0.1,2,-0.7,11
Cc1nnc(NC(=O)Cn2cnc3ccccc3c2=O)o1,-0.7,3,-1.2,29
CCc1ccc(OCC(=O)Oc2ccc(C(C)=O)cc2)cc1,0.0,19,1.3,-10
Cc1ccc(C2CC(C(F)(F)F)n3nc(C(=O)NC(C)C)cc3N2)cc1 (centres undefined),0.1,14,0.6,2
COC(=O)c1ccc(OCC(O)Cn2c[n+](C)c3ccccc32)cc1 (centres undefined),0.1,-2,0.1,7
CN(C)c1ccc(/C=C/CN2CCc3nnc(CCNC(=O)C4CCC4)n3CC2)cc1,-0.1,-4,0.6,-6
Cc1ccc(C(=O)COC(=O)/C=C/c2ccc([N+](=O)[O-])cc2)cc1,0.0,-2,1.1,1
COc1ccc(NC(=O)c2ccc3c(=O)n(-c4ccccc4)c(=S)[nH]c3c2)cc1OC,-0.1,8,1.4,29
Cc1ccc(NCC(=O)N/N=C/C=N/NC(=O)CNc2ccc(C)cc2)cc1,-0.2,-3,-1.0,1
CCCNc1nc(N2CCN(Cc3ccc4c(c3)OCO4)CC2)ncc1C,-0.1,2,-0.3,-10

# Compound profiles (already shown).
# CCN(N)C(=S)Nc1cccc(C)c1C across the screens: FBW7 act: 0.0; TEAD-YAP inh: 3; GPR151 ag: -1.2; MITF primary: 7
# Cc1noc(C)c1CCC(=O)N1CCC(Cn2nc(-c3ccc(F)cc3)ccc2=O)CC1 across the screens: FBW7 act: 0.0; TEAD-YAP inh: 0; GPR151 ag: 3.4; MITF primary: 12

# Shown tab-delimited: three of the compounds above
structure	FBW7 act	TEAD-YAP inh	GPR151 ag	MITF primary
Cc1ccc(NCC(=O)N/N=C/C=N/NC(=O)CNc2ccc(C)cc2)cc1	-0.2	-3	-1.0	1
Cc1nnc(NC(=O)Cn2cnc3ccccc3c2=O)o1	-0.7	3	-1.2	29
COc1ccc(NC(=O)c2ccc3c(=O)n(-c4ccccc4)c(=S)[nH]c3c2)cc1OC	-0.1	8	1.4	29

# Screening results deposited in PubChem BioAssay by The Scripps Research Institute Molecular Screening Center.

# No enrichment for hits. Share with any hit: about 3.4%.
